Gli-Sufu block = blocks Gli-Sufu signaling in a luciferase reporter; hit rate 0.74% among 340,000; inhibition, % at 5 µM; Sufu-KO-LIGHT fibroblasts, Gli luciferase reporter luminescence;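 active = inhibition above about 55%, limit read from the data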;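 note: 0% = DMSO-treated cells and 100% = wells with medium but no cells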
A3A deaminase = human APOBEC3A DNA deaminase inhibition | AID 493011 | hit rate 0.41% among 330,000 | P31941 | recombinant A3A, FAM/TAMRA ssDNA deamination fluorescence | inhibition, % at 20 µM;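 active = at least 40% inhibition at 20 µM here, with at most 30% in a related deaminase screen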;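 note: plate controls were A3A with DMSO for no effect and wells lacking A3A enzyme for full effect; some results filed as inactive read as strong as hits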
Target sequence (P31941 whole entry, looked up): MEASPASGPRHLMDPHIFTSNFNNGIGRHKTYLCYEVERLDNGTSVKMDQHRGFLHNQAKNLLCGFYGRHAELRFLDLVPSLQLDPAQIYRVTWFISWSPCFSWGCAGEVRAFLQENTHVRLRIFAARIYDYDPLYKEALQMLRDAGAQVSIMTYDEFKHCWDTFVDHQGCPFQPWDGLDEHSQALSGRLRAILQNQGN
MPTP inh = blocks calcium-induced mitochondrial swelling; isolated mouse mitochondria, Ca2+ swelling absorbance, 30 min; hit rate 1.4% among 360,000; inhibition, % at 10 µM;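 active = inhibition of 50% or more, scaled per plate between neutral and stimulator controls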;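 note: 0% = DMSO wells given calcium and 100% = 1 mM EGTA wells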
CXCR6 block = CXCR6 (human) receptor inhibition; CHO-K1 PathHunter CXCR6 beta-arrestin, luminescence; inhibition, % at 20 µM; hit rate 0.36% among 360,000; in the data active = inhibition above about 34%, passing the limit was not always enough;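 note: antagonist mode with CXCL16 agonist at 10 nM final; 0% = 10 nM CXCL16 with DMSO and 100% = unstimulated wells without agonist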
EBI2 block = EBI2 (human) antagonism; hit rate 0.81% among 360,000; inhibition, % at 5 µM; EBI2 beta-arrestin recruitment, luminescence, 7a,25-OHC stimulated; P32249; AID 651636; in the data active = inhibition above about 38%;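 note: enzyme fragment complementation signal reports receptor beta-arrestin coupling in cells; 0% = agonist plus DMSO wells and 100% = wells without agonist; some results beyond the cut were filed as inactive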
CCR6 antagonist = blocks CCL20-driven beta-arrestin recruitment at human CCR6 | P51684 | hit rate 0.49% among 340,000 | inhibition, % at 20 µM | CHO-K1 CCR6 PathHunter beta-arrestin, luminescence, CCL20-stimulated;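 active = compounds whose inhibition of the agonist-driven luminescence signal at 20 µM reaches about 50%, limit read from the data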;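 note: cells stimulated with CCL20 at 14 nM final; plate controls were DMSO with CCL20 for no effect and DMSO without agonist for full effect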
Target sequence (P51684 whole entry, looked up): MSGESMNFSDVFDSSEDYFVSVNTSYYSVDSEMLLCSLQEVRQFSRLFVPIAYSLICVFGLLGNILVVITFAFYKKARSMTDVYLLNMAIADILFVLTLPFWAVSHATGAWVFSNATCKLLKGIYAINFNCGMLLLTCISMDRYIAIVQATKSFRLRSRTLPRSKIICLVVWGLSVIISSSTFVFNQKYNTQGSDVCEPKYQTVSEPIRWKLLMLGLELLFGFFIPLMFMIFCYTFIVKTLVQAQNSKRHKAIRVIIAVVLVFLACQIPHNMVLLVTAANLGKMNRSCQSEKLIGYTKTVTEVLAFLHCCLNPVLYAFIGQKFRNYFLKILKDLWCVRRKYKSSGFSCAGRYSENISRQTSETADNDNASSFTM
APOBEC3G inh = blocks human APOBEC3G single-stranded DNA deamination. hit rate 0.28% among 330,000. inhibition, % at 20 µM. recombinant A3G, ssDNA deamination FAM/TAMRA fluorescence. Q9HC16;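 active = inhibition of at least 40% at 20 µM, with no more than 30% in the related APOBEC3A deaminase screen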;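 note: plate controls were DMSO wells with A3G for no effect and wells lacking A3G enzyme for full effect; some compounds called inactive have numbers as strong as hits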
Target sequence (Q9HC16 whole entry, looked up): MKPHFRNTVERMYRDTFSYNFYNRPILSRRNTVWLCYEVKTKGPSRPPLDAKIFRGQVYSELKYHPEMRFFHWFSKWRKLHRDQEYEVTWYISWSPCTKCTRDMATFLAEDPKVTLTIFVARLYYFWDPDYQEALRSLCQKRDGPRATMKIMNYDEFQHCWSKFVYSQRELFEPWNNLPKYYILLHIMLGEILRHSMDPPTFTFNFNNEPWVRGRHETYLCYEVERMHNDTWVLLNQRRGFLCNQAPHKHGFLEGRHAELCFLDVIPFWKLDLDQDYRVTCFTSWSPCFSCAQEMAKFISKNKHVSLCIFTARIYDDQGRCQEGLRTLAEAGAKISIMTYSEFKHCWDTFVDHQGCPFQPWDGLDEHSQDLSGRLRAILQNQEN
GRIN3A LBD mod = modulators (binders) of human NR3A ligand-binding domain. Tm shift relative to glycine control, % at 25 µM. hit rate 2.5% among 340,000. NR3A LBD differential scanning fluorimetry, Tm shift; 0% = protein alone, 100% = glycine-bound protein;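 active = melting temperature shift of at least 10% of the positive control shift, at one fixed dose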
Active calls of the source: *; . = no result given.

SMILES	Gli-Sufu block	A3A deaminase	MPTP inh	CXCR6 block	EBI2 block	CCR6 antagonist	APOBEC3G inh	GRIN3A LBD mod
CCOCCCNC(=O)c1c(N)n(-c2ccc3c(c2)OCO3)c2nc3ccccc3nc12	4	8	3.2	6	19	12	-9	2
Cc1nnc2n(-c3ccccc3)c(=O)c3ccccc3n12	-9	-4	0.6	-1	-4	0	-7	0
CCN(CCCNC(=O)CCNC(=O)Cn1cnc2ccccc2c1=O)c1cccc(C)c1	-4	2	1.8	-5	-9	-6	4	3
CC(=O)Nc1ccc(NC(=S)Nc2ccc(F)cc2)cc1	9	0	3.4	-2	-7	12	0	-6
CCc1ccccc1NC(=O)N1C2CCCC1CC(NC(C)=O)C2 (centres undefined)	14	-2	-2.2	-6	3	4	-4	-2
CCSc1nnc2c3cc(CC)ccc3n(C)c2n1	.	-8	0.0	-2	6	0	-10	-4
Cc1ccc(C23CC4CC(CC(CN)(C4)C2)C3)cc1	20	.	80*	-2	3	13	.	-1
COc1cc(NC(=O)COC(=O)CCc2cc(OC)c(OC)c(OC)c2)cc(OC)c1	-4	3	0.6	-4	1	10	-12	1
COc1ccc(-c2cc(=O)oc3cc(OC(C)C(=O)O)ccc23)cc1 (centres undefined)	4	-3	4.5	2	-1	6	-6	0
CC12CCC(=O)N1C(C(=O)NNC(=O)c1ccc(F)cc1)CS2 (centres undefined)	19	-1	-0.8	-5	-12	3	-7	-2
COc1ccccc1CNS(=O)(=O)c1ccc2c(c1)CC(=O)N2C	-35	-2	-2.1	-4	2	2	-4	0
C=CC[C@H]1CC(C)=C[C@H](CC=C)N1	2	-3	0.9	4	-5	15	-10	1

Record cards, from the list above. Screens in order: Gli-Sufu block, A3A deaminase, MPTP inh, CXCR6 block, EBI2 block, CCR6 antagonist, APOBEC3G inh, GRIN3A LBD mod
`CC12CCC(=O)N1C(C(=O)NNC(=O)c1ccc(F)cc1)CS2` (centres undefined) is entered as 19, -1, -0.8, -5, -12, 3, -7, -2
`Cc1nnc2n(-c3ccccc3)c(=O)c3ccccc3n12` is entered as -9, -4, 0.6, -1, -4, 0, -7, 0
`COc1ccc(-c2cc(=O)oc3cc(OC(C)C(=O)O)ccc23)cc1` (centres undefined) is entered as 4, -3, 4.5, 2, -1, 6, -6, 0
`COc1ccccc1CNS(=O)(=O)c1ccc2c(c1)CC(=O)N2C` is entered as -35, -2, -2.1, -4, 2, 2, -4, 0
`CCSc1nnc2c3cc(CC)ccc3n(C)c2n1` is entered as ., -8, 0.0, -2, 6, 0, -10, -4

Next structures:
SMILES	Gli-Sufu block	A3A deaminase	MPTP inh	CXCR6 block	EBI2 block	CCR6 antagonist	APOBEC3G inh	GRIN3A LBD mod
Cc1ccc(NC(=O)NNC(=O)c2cccs2)cc1	-6	-5	1.3	3	-18	-5	-7	-10
OCC1(Cc2cccc(Cl)c2)CCCN(Cc2sc(N3CCCC3)nc2Cl)C1 (centres undefined)	17	-1	5.0	10	-9	1	2	-1
Cc1ccc(CNC(=O)c2ccc(Cl)c(S(N)(=O)=O)c2)n1C	12	-3	0.7	-5	-14	2	-7	-2
O=C(NCCc1ccccc1)C(=O)NCC1OCCCN1S(=O)(=O)c1ccc(F)cc1 (centres undefined)	-3	-5	-0.6	-1	10	-10	-8	8
COc1ccc(S(=O)(=O)N(C)CC(=O)NCc2ccc3c(c2)OCO3)cc1	-1	2	1.2	4	-12	10	6	-2
CCOC(=O)c1c(NC(=O)CN2C(=O)C(=O)N(CC(C)C)C2=O)sc(C)c1CC	-2	-4	-0.2	-1	-8	9	-10	0
CC(=O)c1cccc(CN2CCCC(N3CCN(c4ccccc4F)CC3)C2)c1 (centres undefined)	18	2	-1.7	7	5	17	-2	-1
O=C(c1ccccc1NS(=O)(=O)c1ccc(F)cc1)N1CCOCC1	4	-2	0.6	-3	8	5	-3	-1
Fc1ccc(-c2ncc3ccccn23)cc1	-5	-5	1.5	2	-8	-9	-14	2
CCC(=O)Oc1ccc(NC(=O)CSCc2ccccc2)cc1	9	-2	0.3	1	-15	-2	-2	-4
O=C1NN(c2ccc(Cl)cc2)C(=O)/C1=C\c1ccc(-c2cccc(C(=O)O)c2)o1	-7	.	3.2	20	-9	22	.	-4
COc1ccc(CCNC(=O)c2cccc(S(=O)(=O)N3CCCCC3)c2)cc1	16	2	-0.4	8	8	10	-1	-1
COc1ccc2cc(S(=O)(=O)N3CCOCC3)ccc2c1	-11	-4	-1.7	0	-2	4	-7	-4
CCCCN(C(=O)CSc1cc(C)c2ccc(OC)cc2n1)c1c(N)n(Cc2ccccc2)c(=O)[nH]c1=O	10	-2	1.1	-3	10	11	-1	0
Cc1nc(SC(C)C(=O)c2c(N)n(C)c(=O)n(C)c2=O)c2c(C)c(C)sc2n1 (centres undefined)	5	-2	-1.6	5	47*	0	-8	2
Cc1cc(Cl)nc(Cl)c1C(=O)NC(=O)NCCC(C)C	-6	-2	-0.3	-10	1	12	-5	-1
Cc1cc(NC(=O)C(=O)NCCN2CCN(C(=O)c3cccs3)CC2)ccc1Br	5	-4	-2.1	5	-5	23	-6	-4
O=c1cc(CSc2nnc(COc3ccc(Cl)cc3)o2)c2ccccc2[nH]1	14	1	3.0	7	31	-2	-1	-12
COc1cc(CCC(=O)Nc2c(C(=O)N3CCN(c4ccccc4)CC3)oc3ccccc23)on1	-10	6	-1.1	12	-14	23	4	-2
COc1ccc(Cl)cc1NC(=O)CN1C(=O)NC(C)(Cc2ccc(OC)c(OC)c2)C1=O (centres undefined)	5	-1	0.3	6	6	-3	-8	3
O=C(COC(=O)c1ccc[nH]c1=O)NCCCc1ccccc1	-5	0	-0.5	3	1	8	-3	0
O=C1c2ccccc2-c2nnc(-c3ccccc3)cc21	-14	1	-5.5	29	70*	56*	3	5
CC(C)(C)C(=O)NC(=S)Nc1sc2c(c1C(N)=O)CCC2	-16	-1	-1.4	20	1	29	-6	-25
COCCNC(=O)c1onc(CSc2ccc(F)cc2)c1C(=O)NCCOC	20	-4	-1.2	-14	1	2	-7	1

The final 5 entries of the section above are carried over, then new ones follow:
SMILES	Gli-Sufu block	A3A deaminase	MPTP inh	CXCR6 block	EBI2 block	CCR6 antagonist	APOBEC3G inh	GRIN3A LBD mod
COc1ccc(Cl)cc1NC(=O)CN1C(=O)NC(C)(Cc2ccc(OC)c(OC)c2)C1=O (centres undefined)	5	-1	0.3	6	6	-3	-8	3
O=C(COC(=O)c1ccc[nH]c1=O)NCCCc1ccccc1	-5	0	-0.5	3	1	8	-3	0
O=C1c2ccccc2-c2nnc(-c3ccccc3)cc21	-14	1	-5.5	29	70*	56*	3	5
CC(C)(C)C(=O)NC(=S)Nc1sc2c(c1C(N)=O)CCC2	-16	-1	-1.4	20	1	29	-6	-25
COCCNC(=O)c1onc(CSc2ccc(F)cc2)c1C(=O)NCCOC	20	-4	-1.2	-14	1	2	-7	1
O=S(=O)(NCCC1=CCCCC1)c1c(Cl)cccc1Cl	16	-3	-0.8	1	20	23	-13	1
Cc1nc(=O)c(-c2ccccc2)c(C)n1-c1ccccc1C(=O)O	-3	6	-0.2	7	-5	2	-1	1
CC(=O)N1CCc2c(sc(NC(=O)CS(=O)(=O)c3ccc(F)cc3)c2C(N)=O)C1	-7	-1	-1.8	-1	3	-5	-4	1
CCC(CC)NC(=O)c1cccc(Oc2ccccc2)c1	-18	2	-2.0	-1	3	16	0	-4
O=C1/C(=C/c2cccnc2)SC(=S)N1c1ccccc1	11	-1	1.3	3	-6	2	0	-1
COc1ccc(/C=N/NC(=O)c2cccc(Br)c2)cc1Cn1cc(Cl)cn1	-2	-1	3.8	7	13	9	-5	-24
O=C(CCCC1=NS(=O)(=O)c2ccccc2N1)N1CCN(c2ccc([N+](=O)[O-])cc2)CC1	16	-1	-0.4	8	-6	24	-3	5
COc1ccc(Cl)cc1NC(=O)Cn1c(C)csc1=O	-6	-2	-1.1	5	1	5	-5	1
COc1ccc(-c2coc3c(CN4CCOCC4)c(O)ccc3c2=O)cc1	0	16	0.9	4	4	4	-4	-2
O=C(CCNC(=O)c1ccccc1Cl)NC1=NCCS1	-2	-6	0.5	-3	4	13	-7	0
Cc1ccc[n+](CC(=O)c2cc3ccccc3oc2=O)c1	-3	3	-0.2	6	-5	10	-3	-1
COc1ccccc1CNC(=O)CN(C)CC(=O)Nc1cccc(F)c1	8	0	1.5	0	-2	1	-6	-1
CCOc1cc(/C=C(\C#N)C(=O)NCC2CCCO2)ccc1OCC(N)=O (centres undefined)	-5	51*	0.1	0	1	-6	13	1
CC(Sc1ccc(Cl)cc1)C(=O)NNC(=O)c1ccco1 (centres undefined)	-4	-3	-0.8	-2	-18	4	-5	5
CCn1cc(S(=O)(=O)CC(=O)Nc2cccc(C)c2)c2ccccc21	3	-4	-0.3	6	-7	5	-7	-1
OC(c1nc2ccccc2[nH]1)C(O)C(O)C(O)c1nc2ccccc2[nH]1 (centres undefined)	-2	1	.	.	.	-9	-8	1
COC(=O)c1cccc(NC(=O)c2cnn(C)c2)c1	-2	-2	0.7	3	-2	-4	-4	0
O=C(NCc1cccs1)[C@@H]1CCCN1S(=O)(=O)c1ccccc1F	3	.	-0.6	6	-3	0	.	0
CCOC(=O)c1ccc(NC(=S)N2CCCC2c2ccc(OC)c(OC)c2)cc1 (centres undefined)	8	1	1.6	-3	4	7	-6	-6
Cc1cc(C(=O)OCC(=O)Nc2ccc(F)cc2)c(C)o1	2	-3	0.9	6	-7	-8	-7	1
OC(COCCC12CC3CC(CC(C3)C1)C2)CN1CCCCC1 (centres undefined)	0	-3	0.5	4	-1	-4	-3	1
CSCCC(NC(=O)c1cc([N+](=O)[O-])cc([N+](=O)[O-])c1)c1nc2ccccc2[nH]1 (centres undefined)	-1	-3	51*	-13	-21	-1	3	-14
COc1ccc2nc(NC(=O)c3sc4nc(C)cc(C)c4c3N)sc2c1	6	-1	4.3	9	-5	-15	-8	28*
O=C(CCN1CCN(Cc2ccccc2)CC1)Nc1cccc(Br)c1	-9	0	-0.6	3	5	10	-3	-5
Cc1ccc(NC(=O)Nc2ccc(F)cc2)cc1Cl	11	-2	95*	-4	1	-7	-7	28*
O=C(Nc1cccc2ccccc12)N1CCN(c2ccccc2)CC1	2	-2	-0.4	21	6	7	-4	0
CCOC(=O)CC(NC(=O)C1c2ccccc2Oc2ccccc21)c1ccccc1Cl (centres undefined)	12	3	-4.0	-6	32	15	10	2
CC(=O)c1ccc(N2CCN(c3ccccc3O)CC2)c([N+](=O)[O-])c1	46	-1	85*	3	-1	3	-5	0
CCN(CC)C(=O)Cn1cc(C(=O)C(=O)N2CC=C(c3ccccc3)CC2)c2ccccc21	6	-2	-0.7	3	5	-10	-4	-1
O=C(O)/C=C\C(=O)Nc1ccc(OC(F)F)cc1	-6	-4	-3.3	1	-6	13	-9	-2
O=C(CN1CCC(NC(=O)c2ccccc2F)CC1)Nc1ccc2c(c1)OCO2	10	-1	-0.2	10	-3	13	-3	0
COc1ccc(-c2csc(NC(=O)Cc3ccccc3)n2)cc1OC	1	-2	0.7	-11	8	15	-3	-4
C/C(N)=C(/C#N)C(=O)COC(=O)CNS(=O)(=O)c1ccc(F)c(F)c1F	-1	7	-0.5	5	-19	-2	-6	0
